Screening data: PubChem BioAssay, several laboratories
Rv3671c protease: Rv3671c serine protease inhibitors, primary screen, biochemical, fluorescence polarization, M. tuberculosis H37Rv. P9WHR9. inhibition, % at 5.96 µM. 0.048% of 320,000 active; in the data active = inhibition above about 38%;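 also: extracellular domain of Rv3671c used as enzyme; 0% = enzyme with DMSO and 100% = no enzyme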
BH1578 lux ind: inducers of Vibrio cholerae quorum light production without autoinducers, primary screen, BH1578 luxS cqsA deficient, single point. activation, % at 18.7 µM. 0.16% of 350,000 active. V. cholerae BH1578 lux reporter, luminescence, 6 h; in the data active = activation mostly above about 9.7%, no sharp cut-off; also: not every result past the cut was called active; inactives centre near 0; reference of the scale not given here
DUSP3 inh: VHR1 phosphatase inhibitors, primary screen, biochemical, absorbance, uHTS. recombinant VHR phosphatase, pNPP absorbance. inhibition, % at 13.3 µM. Dual specificity protein phosphatase 3 (Homo sapiens), P51452. 0.52% of 290,000 active; in the data active = inhibition above about 50%; also: some compounds called inactive have numbers as strong as hits
Target sequence (P51452 whole entry, looked up): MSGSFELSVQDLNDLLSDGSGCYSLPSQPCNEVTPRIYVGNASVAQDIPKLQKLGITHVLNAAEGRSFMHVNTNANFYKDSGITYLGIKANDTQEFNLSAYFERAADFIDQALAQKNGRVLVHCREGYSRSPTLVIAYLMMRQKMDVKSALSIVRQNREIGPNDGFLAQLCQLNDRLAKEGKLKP
SARS 3CLpro inh: SARS-CoV 3CLpro protease inhibitors, primary screen, biochemical, quenched FRET; Replicase polyprotein 1ab (Severe acute respiratory syndrome coronavirus), P0C6X7; recombinant SARS-CoV 3CLpro, quenched FRET peptide cleavage; inhibition, % at 6 µM; 0.14% of 290,000 active; AID 1706, 2009; in the data active = inhibition above about 12%
MazF activator: activators of E. coli MazEF toxin-antitoxin RNase, primary screen, biochemical, fluorescence, uHTS; Endoribonuclease toxin MazF (Escherichia coli (strain K12)), P0AE70; FAM/BHQ RNA-DNA oligo cleavage fluorescence, 5 h; activation, % at 20 µM; 0.32% of 350,000 active; in the data active = activation above about 50%
Target sequence (P0AE70 whole entry, looked up): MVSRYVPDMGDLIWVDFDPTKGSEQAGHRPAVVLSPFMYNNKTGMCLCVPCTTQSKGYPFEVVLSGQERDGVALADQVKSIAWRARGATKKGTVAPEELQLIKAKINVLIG
UGM FP inh: M. tuberculosis UGM enzyme inhibitors, primary screen, biochemical, fluorescence polarization, single point | 0.06% of 320,000 active | UDP-galactopyranose mutase (Mycobacterium tuberculosis (strain ATCC 25618 / H37Rv)), … | inhibition, % at 10 µM | purified UGM, fluorescence polarization probe displacement; in the data active = inhibition above about 10%, passing the limit was not always enough
Target sequence (P9WIQ1 whole entry, looked up): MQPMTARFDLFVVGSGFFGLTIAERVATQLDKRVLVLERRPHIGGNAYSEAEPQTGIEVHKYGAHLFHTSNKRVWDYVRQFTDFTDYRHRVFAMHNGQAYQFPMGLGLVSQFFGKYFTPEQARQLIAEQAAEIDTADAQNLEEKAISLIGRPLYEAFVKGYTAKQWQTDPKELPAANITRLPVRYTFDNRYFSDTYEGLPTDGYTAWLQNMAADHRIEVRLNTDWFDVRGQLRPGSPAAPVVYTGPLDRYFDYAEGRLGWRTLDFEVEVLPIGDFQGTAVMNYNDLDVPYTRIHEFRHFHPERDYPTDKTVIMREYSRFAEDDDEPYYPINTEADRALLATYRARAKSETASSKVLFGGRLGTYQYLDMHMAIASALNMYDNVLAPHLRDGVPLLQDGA
Mtb FBA inh: Mtb FBA enzyme inhibitors, primary screen, biochemical, fluorescence, strain H37Rv. inhibition, % at 1 µM. Fructose-bisphosphate aldolase (Mycobacterium tuberculosis (strain ATCC 25618 / H37Rv)), …. purified M. tuberculosis FBA, fluorescence read-out. 2.3% of 360,000 active; in the data active = inhibition above about 27%;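 also: 0% = vehicle and 100% = reference inhibitor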
Target sequence (P9WQA3 whole entry, looked up): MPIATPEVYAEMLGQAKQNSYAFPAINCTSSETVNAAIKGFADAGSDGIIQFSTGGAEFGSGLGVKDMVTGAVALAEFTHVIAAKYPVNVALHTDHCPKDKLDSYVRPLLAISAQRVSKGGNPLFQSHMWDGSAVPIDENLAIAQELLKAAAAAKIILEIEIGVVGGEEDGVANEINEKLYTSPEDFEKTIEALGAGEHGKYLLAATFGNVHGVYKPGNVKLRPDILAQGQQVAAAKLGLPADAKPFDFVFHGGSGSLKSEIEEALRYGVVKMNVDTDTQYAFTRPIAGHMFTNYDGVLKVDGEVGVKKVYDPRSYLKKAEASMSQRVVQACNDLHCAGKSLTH
BioA inh: M. tuberculosis BioA enzyme inhibitors, primary screen, biochemical, plate reader, single point, HTS. AID 602481, 2012. inhibition, % at 9.99 µM. purified M. tuberculosis BioA enzyme. 0.096% of 360,000 active. 7,8-diaminopelargonic acid synthase BioA (Mycobacterium tuberculosis); in the data active = inhibition above about 40%
PriA SSB inh: inhibitors of Klebsiella pneumoniae PriA binding to SSB C-terminal tail, primary screen, biochemical, AlphaScreen | PriA–SSB C-terminal tail interaction (Klebsiella pneumoniae) | AlphaScreen SSBct-PriA binding, biotinylated peptide | inhibition, % at 33 µM | 0.6% of 430,000 active; in the data active = inhibition mostly above about 37%, no sharp cut-off; inactive = mostly below about 20%;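 also: plate controls were negative control peptide for no effect and reference peptide for full effect; strong numbers were not always called active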
GDH-TPI counter: GDH-TPI coupling enzyme inhibitors, primary screen, artefact control for M. tuberculosis FBA inhibitor project, biochemical, absorbance, full deck; GDH-TPI coupled enzyme counterscreen, NADH absorbance; inhibition, % at 4.8 µM; 1.2% of 360,000 active; in the data active = inhibition above about 30%;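 also: 0% = DMSO wells and 100% = wells lacking the enzyme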
Starred values were filed as active, the others as inactive; & = joins results of further samples. Some of the compounds tested; the hit share may differ from the screen's.

`O=C(NCc1ccc(F)cc1)c1cc(C2CCCCN2S(=O)(=O)c2ccccc2)on1` (centres undefined) gave BH1578 lux ind -0.1, Mtb FBA inh -1, BioA inh -1.5 and GDH-TPI counter 7.
Screening CCN(CC)CCn1c(N)nc2ccccc21 returned Rv3671c protease -10, BH1578 lux ind inactive, DUSP3 inh 4, SARS 3CLpro inh 3, MazF activator 2, UGM FP inh -0.5, Mtb FBA inh 0, BioA inh -1.7, PriA SSB inh 1 and GDH-TPI counter 9.
COc1ccc(NC(=O)CC2SC(N3CCCCC3)=NC2=O)cc1OC (centres undefined) was read as Rv3671c protease -2, BH1578 lux ind 3.8, MazF activator 8, UGM FP inh -1.7, Mtb FBA inh 2, BioA inh -1.5, PriA SSB inh -12 and GDH-TPI counter -1.
`Cc1coc(=N)n1CC(=O)c1ccc(Cl)cc1` gave BH1578 lux ind -0.2, DUSP3 inh 8, SARS 3CLpro inh 0, MazF activator 0, Mtb FBA inh 2, PriA SSB inh -9 and GDH-TPI counter 4.
For COc1ccccc1Cn1nnc2c(=O)[nH]c(C3CCN(C(=O)c4ccccc4Cl)CC3)nc21 the results were Rv3671c protease 4, BH1578 lux ind inactive, DUSP3 inh 29, SARS 3CLpro inh 1, MazF activator -1, UGM FP inh -0.2, Mtb FBA inh 3, BioA inh 6.7, PriA SSB inh -3 and GDH-TPI counter -5.
Screening COC(=O)c1ccccc1NC(=O)NCc1c(C)nn(C)c1C returned Rv3671c protease 3, BH1578 lux ind -0.3, DUSP3 inh -20, SARS 3CLpro inh 3, MazF activator 0, UGM FP inh 1.3, Mtb FBA inh 13, BioA inh -0.3, PriA SSB inh -5 and GDH-TPI counter 28.
COc1ccc(CC(=O)O/N=C(\N)c2ccccn2)cc1OC was read as BH1578 lux ind -1.7, DUSP3 inh -4, SARS 3CLpro inh -5, MazF activator 5, UGM FP inh 0.6, Mtb FBA inh 0, BioA inh 0.7, PriA SSB inh inactive and GDH-TPI counter -13.
For CCOC(=O)c1cc(NC(=O)Nc2ccc(Br)cc2)c(C)nc1C the results were Rv3671c protease -75, BH1578 lux ind inactive, DUSP3 inh 24, SARS 3CLpro inh -3, MazF activator -5, UGM FP inh 4.3, Mtb FBA inh -3, PriA SSB inh 4 and GDH-TPI counter 2.
For CC(=O)c1ccc(NC(=S)N(CCCN(C)C)Cc2ccccc2)cc1 the results were Rv3671c protease 1, BH1578 lux ind inactive, DUSP3 inh 16, SARS 3CLpro inh 2, MazF activator 1, UGM FP inh -1.5, Mtb FBA inh -3, BioA inh 0.2, PriA SSB inh -6 and GDH-TPI counter 1.
O=c1c2ccccc2ncn1CCCSc1ccccc1 was read as Rv3671c protease -9, BH1578 lux ind inactive, DUSP3 inh -2, SARS 3CLpro inh -3, MazF activator -7, UGM FP inh -2.7, Mtb FBA inh 1, BioA inh 0.6, PriA SSB inh -14 and GDH-TPI counter 9.
C=CCOc1ccc2nnc(C)n2n1 was read as Rv3671c protease -7, BH1578 lux ind -0.1, DUSP3 inh -11, SARS 3CLpro inh 6, MazF activator 3, UGM FP inh -1.8, Mtb FBA inh 15, PriA SSB inh 5 and GDH-TPI counter 8.
`Cc1ccc(Cl)cc1NC(=O)COC(=O)c1ccccc1O` gave Rv3671c protease -5, BH1578 lux ind -0.9, DUSP3 inh -4, SARS 3CLpro inh -3, MazF activator 2, UGM FP inh -1.0, Mtb FBA inh -3, BioA inh -1.9, PriA SSB inh -5 and GDH-TPI counter 0.
Screening CCCC(=O)Nc1nnc(-c2ccc(Cl)s2)o1 returned Rv3671c protease 2, BH1578 lux ind -0.2, DUSP3 inh 4, SARS 3CLpro inh 2, MazF activator 1, UGM FP inh 1.6, Mtb FBA inh 10, BioA inh -0.6, PriA SSB inh -16 and GDH-TPI counter 9.
Screening COc1ccc(C(=O)Oc2cc(/C=N/NS(=O)(=O)c3ccc(C)cc3)ccc2OC)cc1 returned Rv3671c protease 1, BH1578 lux ind 1.4, DUSP3 inh 26, SARS 3CLpro inh -1, MazF activator 2, UGM FP inh -1.0, Mtb FBA inh 0 and GDH-TPI counter 3.
For CCOC(=O)c1cc(-c2ccccc2)n(CC(=O)Nc2ccc(OC)cc2)c1C the results were Rv3671c protease -4, BH1578 lux ind inactive, DUSP3 inh 7, SARS 3CLpro inh -6, MazF activator -9, UGM FP inh -2.9, Mtb FBA inh -6, BioA inh 0.8, PriA SSB inh -9 and GDH-TPI counter -3.
`CC(C(=O)NC1CCCCC1)N1C(=O)c2cccc3cccc1c23` (centres undefined) gave BH1578 lux ind -0.7, DUSP3 inh -4, SARS 3CLpro inh 0, MazF activator -9, UGM FP inh 0.4, Mtb FBA inh 2, BioA inh -1.8, PriA SSB inh 4 and GDH-TPI counter 9.
COc1ccc(-c2c3c(nc4sc(C(=O)Nc5cc(C)on5)c(N)c24)CCC3)cc1 was read as Rv3671c protease -2, BH1578 lux ind -1.6, DUSP3 inh 12, SARS 3CLpro inh -4, MazF activator -13, UGM FP inh -1.4, Mtb FBA inh 12, BioA inh 1.7, PriA SSB inh -13 and GDH-TPI counter 4.
`COc1ccccc1CNC(=O)C(C)NS(=O)(=O)c1ccc(C)cc1` (centres undefined) gave Rv3671c protease -5, BH1578 lux ind -1.2, DUSP3 inh 9, SARS 3CLpro inh 1, MazF activator 0, UGM FP inh -1.4, Mtb FBA inh 2, PriA SSB inh -12 and GDH-TPI counter 16.
COc1ccc(-c2sc3cc(OC)c(OC)cc3c2C#CC(C)(C)O)cc1 was read as Rv3671c protease -1, BH1578 lux ind inactive, MazF activator 7, UGM FP inh -0.7, Mtb FBA inh 17, BioA inh -1.3, PriA SSB inh 0 and GDH-TPI counter 11.
`CCC(C)c1ccccc1NC(=O)c1[nH]c(C)c(C(C)=O)c1C` (centres undefined) gave Rv3671c protease 1, BH1578 lux ind -0.3, DUSP3 inh 6, SARS 3CLpro inh -3, MazF activator 10, UGM FP inh 0.9, Mtb FBA inh 0, BioA inh -0.7, PriA SSB inh -5 and GDH-TPI counter -1.

Taken from the listing, 2 compounds:
COc1ccc(-c2sc3cc(OC)c(OC)cc3c2C#CC(C)(C)O)cc1 was read as Rv3671c protease -1, BH1578 lux ind inactive, MazF activator 7, UGM FP inh -0.7, Mtb FBA inh 17, BioA inh -1.3, PriA SSB inh 0 and GDH-TPI counter 11.
`CCC(C)c1ccccc1NC(=O)c1[nH]c(C)c(C(C)=O)c1C` (centres undefined) gave Rv3671c protease 1, BH1578 lux ind -0.3, DUSP3 inh 6, SARS 3CLpro inh -3, MazF activator 10, UGM FP inh 0.9, Mtb FBA inh 0, BioA inh -0.7, PriA SSB inh -5 and GDH-TPI counter -1.

(cont.)
`CN1CCN(C(=O)c2cc3nc(-c4ccc(F)cc4)cc(C(F)(F)F)n3n2)CC1` gave Rv3671c protease 1, BH1578 lux ind 3.6, DUSP3 inh 7, SARS 3CLpro inh 2, MazF activator 8, UGM FP inh 0.0, Mtb FBA inh 5, BioA inh -0.1, PriA SSB inh 0 and GDH-TPI counter 3.
`CC(=O)Nc1ccc(SCC(=O)O)cc1` gave Rv3671c protease -8, BH1578 lux ind inactive, DUSP3 inh 7, SARS 3CLpro inh -2, MazF activator 1, UGM FP inh -0.8, Mtb FBA inh 0, BioA inh 0.4, PriA SSB inh -10 and GDH-TPI counter 2.
COCCCn1c(SCC(=O)Nc2nnc(C)s2)nnc1-c1ccoc1C was read as Rv3671c protease 1, BH1578 lux ind -0.2, DUSP3 inh 23, SARS 3CLpro inh -1, MazF activator 6, UGM FP inh 1.2, Mtb FBA inh 1, BioA inh 7.6, PriA SSB inh -2 and GDH-TPI counter -4.
Screening CC1CCc2c(C(=O)Nc3ccccn3)csc2C1 (centres undefined) returned Rv3671c protease -5, BH1578 lux ind -2.2, DUSP3 inh 21, SARS 3CLpro inh 2, MazF activator -12, UGM FP inh -0.8, Mtb FBA inh -2, PriA SSB inh -12 and GDH-TPI counter -3.
Screening CC(=O)Nc1cc(S(=O)(=O)Nc2ccccc2C)c(C)cc1C returned Rv3671c protease 8, BH1578 lux ind -0.5, DUSP3 inh 13, SARS 3CLpro inh -3, MazF activator -6, UGM FP inh -0.9, Mtb FBA inh 9, BioA inh -2.1, PriA SSB inh -12 and GDH-TPI counter 6.
For CC/C(C)=C1\SC(N2CCN(C(C)=O)CC2)=NC1=O the results were Rv3671c protease 3, BH1578 lux ind 0.2, DUSP3 inh -1, SARS 3CLpro inh 2, MazF activator -2, UGM FP inh -2.4, Mtb FBA inh -3, BioA inh 2.4, PriA SSB inh 13&-22 and GDH-TPI counter 9.
`Cc1ccc(C(=O)O)cc1NC(=O)CCc1ccccc1` gave Rv3671c protease 7, BH1578 lux ind -0.3, DUSP3 inh 9, SARS 3CLpro inh -1, MazF activator 5, UGM FP inh 2.1, Mtb FBA inh 1, BioA inh 0.5, PriA SSB inh -10 and GDH-TPI counter -6.
For O=S(=O)(c1ccc2ccccc2c1)n1cnc2ccccc21 the results were Rv3671c protease -13, BH1578 lux ind inactive, DUSP3 inh 18, SARS 3CLpro inh -1, MazF activator -11, UGM FP inh 2.8, Mtb FBA inh 2, BioA inh -1.0, PriA SSB inh -15 and GDH-TPI counter -5.
`C[C@H](CO)N1C[C@H](C)[C@@H](CN(C)Cc2ccc(C(=O)O)cc2)Oc2c(cccc2N(C)C)C1=O` gave Rv3671c protease 2, BH1578 lux ind inactive, MazF activator 8, UGM FP inh -1.8, Mtb FBA inh -1, BioA inh 1.1&2.7, PriA SSB inh -10 and GDH-TPI counter 0.
COc1ccc(-c2nc3ccccc3c(=O)n2N)cc1 was read as Rv3671c protease -1, DUSP3 inh 4, SARS 3CLpro inh -3, MazF activator 6, UGM FP inh 0.6, Mtb FBA inh 2, BioA inh -0.3, PriA SSB inh 3 and GDH-TPI counter 4.
Screening O=C(CSc1nc2ccccc2o1)N/N=C/c1ccc(C(=O)O)cc1 returned Rv3671c protease -2, BH1578 lux ind -0.3, DUSP3 inh 4, SARS 3CLpro inh -4, MazF activator 4, UGM FP inh 3.4, Mtb FBA inh 1, BioA inh 0.5, PriA SSB inh inactive and GDH-TPI counter -7.
For COc1ccccc1N1C(=O)CC(N(O)c2ccccc2)C1=O (centres undefined) the results were Rv3671c protease 7, BH1578 lux ind -0.3, DUSP3 inh 6, SARS 3CLpro inh 4, MazF activator 11, UGM FP inh -1.7, Mtb FBA inh 2, PriA SSB inh -13 and GDH-TPI counter 6.
`CCN(Cc1cnn(C)c1)Cc1nc(Cc2ccccc2Cl)no1` gave Rv3671c protease -3, BH1578 lux ind -0.1, DUSP3 inh 12, SARS 3CLpro inh -2, MazF activator -1, UGM FP inh 2.1, Mtb FBA inh -1, PriA SSB inh -1 and GDH-TPI counter -2.
For Nc1nc(-c2ccccc2)c(CCCNc2ccccc2)c(=O)[nH]1 the results were BH1578 lux ind -13, MazF activator -26, Mtb FBA inh -2, BioA inh 1.0, PriA SSB inh 6 and GDH-TPI counter 7.

Two compounds drawn at random from those above, as already listed:
`C[C@H](CO)N1C[C@H](C)[C@@H](CN(C)Cc2ccc(C(=O)O)cc2)Oc2c(cccc2N(C)C)C1=O` gave Rv3671c protease 2, BH1578 lux ind inactive, MazF activator 8, UGM FP inh -1.8, Mtb FBA inh -1, BioA inh 1.1&2.7, PriA SSB inh -10 and GDH-TPI counter 0.
Screening O=C(CSc1nc2ccccc2o1)N/N=C/c1ccc(C(=O)O)cc1 returned Rv3671c protease -2, BH1578 lux ind -0.3, DUSP3 inh 4, SARS 3CLpro inh -4, MazF activator 4, UGM FP inh 3.4, Mtb FBA inh 1, BioA inh 0.5, PriA SSB inh inactive and GDH-TPI counter -7.
